AmpC no deterg: inhibitors of E. coli AmpC beta-lactamase without detergent. P00811. AmpC nitrocefin hydrolysis, absorbance 480 nm, 0.0001% Triton. Potency, µM (titrated, usually from 57.1 µM), inactives show at the highest dose activity change, negative = inhibition, actives largely listed as inhibitors. 0.52% of 330,000 active. AID 485341;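 also: potency is read from the fitted curve at half-maximal effect; plate controls were no compound for no effect and no enzyme for full effect; nearly all actives have a fitted effect of over 20% in size; some results filed as inactive show a strong effect at the top dose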
Target sequence (P00811 whole entry, looked up): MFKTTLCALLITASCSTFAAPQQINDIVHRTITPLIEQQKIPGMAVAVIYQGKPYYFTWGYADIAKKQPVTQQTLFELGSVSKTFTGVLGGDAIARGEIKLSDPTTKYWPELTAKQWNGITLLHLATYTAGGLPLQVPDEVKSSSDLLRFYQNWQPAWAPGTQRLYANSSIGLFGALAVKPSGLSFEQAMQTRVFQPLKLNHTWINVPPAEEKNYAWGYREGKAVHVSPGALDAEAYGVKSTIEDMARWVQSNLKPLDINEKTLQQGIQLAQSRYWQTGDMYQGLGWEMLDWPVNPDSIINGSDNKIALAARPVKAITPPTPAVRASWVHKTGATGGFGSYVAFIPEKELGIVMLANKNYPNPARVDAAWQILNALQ
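AmpC (5.3 nM in the dispensed reagent) in 20 mM phosphate pH 7.0 with 0.01% (detergent screen) or 0.0001% Triton X-100 was preincubated with compounds for 15 min at room temperature. Nitrocefin was then added from an 800 uM solution, and hydrolysis was followed at 480 nm.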
AmpC inh detg: inhibitors of E. coli AmpC beta-lactamase with detergent; P00811; AmpC hydrolysis of nitrocefin, absorbance 480 nm, 0.01% Triton; Potency, µM (titrated, usually from 114 µM), without a hit: top-dose activity change, negative = inhibition, usual class: inhibitors; 0.041% of 370,000 active; AID 485294;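 also: potency is read from the fitted curve at half-maximal effect; 0% = no-compound wells and -100% = no-enzyme wells; nearly all actives have a fitted effect of over 25% in size; some results filed as inactive show a strong effect at the top dose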
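20 mM phosphate pH 7.0 + 0.01% (detergent screen) or 0.0001% Triton X-100; 5.3 nM AmpC reagent; cpd preinc 15 min RT; nitrocefin (800 uM stock) to start; A480 q20 s × 4 min; Activity was normalised to no-enzyme and no-compound control wells.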
Tb PYK inh: blocks Trypanosoma brucei pyruvate kinase | 0.12% of 410,000 active | Potency, µM (titrated, usually from 76.8 µM), for inactives: top-dose activity, negative = inhibition, actives largely listed as inhibitors | TbPYK enzyme, Kinase-Glo Plus ATP luminescence, 45 min | Q57TT1 | AID 624173; also: potency is read from the fitted curve at half-maximal effect; nearly all actives have a fitted effect of over 50% in size
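Quantitative HTS: titrated library compounds versus trypanosomal pyruvate kinase in TEA buffer (pH 7.2) containing KCl, MgCl2, BSA and Tween-20. Reactions were initiated with ADP, 130 uM final. Kinase-Glo Plus luminescence was read after 45 min at RT.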
AMA1-RON2 inh: AMA1-RON2 (P. falciparum) interaction inhibition; AID 720542; Potency, µM (series often up to 58.2 µM), without a hit: top-dose activity change, negative = inhibition, most hits filed as inhibitors; AlphaScreen AMA1-biotinylated RON2 peptide binding; 0.2% of 360,000 active;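 also: potency is read from the fitted curve at half-maximal effect; 0% = vehicle wells and -100% = peptide control; nearly all actives have a fitted effect of over 45% in size; some results filed as inactive show a strong effect at the top dose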
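AMA1 (3D7) with his tag at 25 nM final met compounds first, then biotinylated RON2 peptide at 25 nM; detection used donor plus acceptor beads, 10 µg/mL apiece, read by AlphaScreen after 30 min at room temperature.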
LmPK inh: blocks Leishmania mexicana pyruvate kinase activity. Q27686. purified LmPK, Kinase-Glo ATP luminescence, 1 h. Potency, µM (highest dose often 57.5 µM), for inactives: at the top dose activity change, negative = inhibition, usual class: inhibitors. 0.37% of 290,000 active. AID 1721; also: potency is read from the fitted curve at half-maximal effect
Target sequence (Q27686 whole entry, looked up): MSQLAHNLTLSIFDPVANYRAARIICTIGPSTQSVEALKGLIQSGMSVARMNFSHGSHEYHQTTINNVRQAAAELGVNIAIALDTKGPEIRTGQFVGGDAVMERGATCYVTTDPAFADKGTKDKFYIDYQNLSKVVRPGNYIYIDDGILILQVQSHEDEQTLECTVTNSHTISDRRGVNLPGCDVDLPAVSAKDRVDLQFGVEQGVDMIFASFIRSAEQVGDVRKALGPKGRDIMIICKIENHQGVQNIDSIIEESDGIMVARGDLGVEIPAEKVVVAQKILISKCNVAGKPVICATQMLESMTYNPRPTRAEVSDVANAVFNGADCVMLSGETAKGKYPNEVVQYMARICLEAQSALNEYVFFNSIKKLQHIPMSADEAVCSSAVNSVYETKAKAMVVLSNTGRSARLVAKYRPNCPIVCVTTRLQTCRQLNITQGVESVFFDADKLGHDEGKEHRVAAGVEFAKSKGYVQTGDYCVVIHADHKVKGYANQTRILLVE
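qHTS format; LmPK 0.1 nM; substrates PEP 0.5 mM and ADP 0.1 mM. One-hour room-temperature incubation, then coupled luciferase luminescence; 0.5 nM enzyme wells mark activation.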
HCMV inh: human cytomegalovirus inhibition; HFF cells, HCMV-luciferase reporter, 72 h; stronger effect = lower value; activity change, negative = inhibition, % at 57.5 µM; 4.5% of 410,000 active; AID 1259415; in the data active = activity change below about -60%; inconclusive = no clear call, values can overlap the other calls; inactive = above about -39%
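Two compound doses tested in HFFs infected with HCMV-luciferase, MOI 1 PFU/cell, 72 h at 37C. Lysate luminescence read with OneGlo; data normalized against buffer-only and 10uM Salinomycin inhibitor controls.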
HCV inhibitor: HCV inhibition | Huh7.5.1 HCVcc-Cre infection, luciferase reporter, 44 h | 3.4% of 340,000 active | AID 651820 | Potency, µM (titrated, usually from 41.8 µM), for inactives: at the top dose activity change, negative = inhibition, most hits filed as inhibitors; also: potency is read from the fitted curve at half-maximal effect
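Whole-lifecycle infectious HCVcc-Cre system; cells 1,000/well, compound then virus (~0.5 moi) added 4 h after plating, 44 h culture. Luciferase read 15 sec following 15 min substrate incubation, room temp.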
* = called active by the depositor; ? = inconclusive; . = no result given; & = joins results of further samples; [ ] = remark or other dose. Unless noted, calls follow the shape of the dose curve; as a rule, active = well fitted curve in the direction sought with a large enough effect; inconclusive = small, poorly fitted or top-dose-only effect, or another doubt; inactive = no such curve, though single readings can be large; an effect the other way counts as inactive or inconclusive. Unless noted, % is scaled to controls: 0 for no effect and ±100 for the full control effect.

SMILES	AmpC no deterg	AmpC inh detg	Tb PYK inh	AMA1-RON2 inh	LmPK inh	HCMV inh	HCV inhibitor
COc1ccc(-c2ccc(C(=O)Nc3ccc(C(C)C)cc3)c3occc23)c(C)c1	.	.	2%	-7%	.	-6	.
COc1ccc(-n2nc3c(c2NC(=O)c2c(-c4ccccc4Cl)noc2C)CS(=O)(=O)C3)cc1	16%	1%	0%	-8%	5%	-24	21%
Cc1c(C=O)c2ccccn2c1C(=O)c1ccccc1Cl	-26%	3%	-14%	-14%	1%	-17	-2%
O=C(C/C=N\OCc1ccc([N+](=O)[O-])cc1)Nc1ccc(Cl)cc1	-24%	3%	1%	-2%	0%	-38	2%
Cc1cc(Br)ccc1NC(=O)CNC(=O)c1cnn(C)c1	-3%	5%	3%	3%	.	29	16%
CC1=C(C(N)=O)C(c2cccs2)NC(=O)N1 (configuration not stated)	0%	-4%	7%	-3%	0%	?	0%
Cc1nc(-c2ccc(-c3ccon3)s2)no1	-18%	-11%	-6%	-13%	-1%	19	-7%
O=C(CSc1ncc(CO)n1Cc1ccc(Cl)cc1)NCc1ccc(F)cc1	.	-5%	-3%	.	.	1	.
C=CCOC(=O)C1=C(C)NC(SCC(N)=O)=C(C#N)C1c1ccc(C)cc1 (configuration not stated)	22%	9%	-3%	-3%	3%	25	-14%
CCSc1nc(C)c(C(C)=O)cc1C#N	-8%	-17%	4%	23%	6%	23	-1%
CC(=O)N1CCN(C(=O)c2cc(S(=O)(=O)Nc3ccc(S(C)(=O)=O)cc3)ccc2Cl)CC1	-4%	3%	1%	-2%	-2%	-2	22%
COc1ccc2c3c(c(=O)oc2c1)C1O[C@](c2ccsc2)(Cc2ccccc21)O3	-43%[11.4 µM]	?	.	.	-8%[11.5 µM]	.	.
Cc1onc(-c2ccccc2Cl)c1C(=O)N1CCN(c2ncccn2)CC1	11%	6%	1%	-2%	1%	8	1%
COc1ccc(/C(N)=N/OC(=O)c2ccc(C)c([N+](=O)[O-])c2)cc1OC	-19%	?	-5%	1%	9%	15	-2%
O=C(Oc1cccc(NC(=O)c2ccco2)c1)c1ccc(Br)c(S(=O)(=O)N2CCCCC2)c1	-31%	-12%	2%	3%	6%	-1	-8%
COC(=O)c1ccc(NCc2c(O)ccc(O)c2Br)cc1Cl	.	.	-27%	?	.	-28	11µM*
Cc1ccc(-c2csc(C3C(N)=NC(S)=C(C#N)C34CCCCC4)n2)cc1 (configuration not stated)	-51%	-7%	3%	58%[activator]	7%	74	0%
COc1ccc(NS(=O)(=O)c2ccc(C)c(C(=O)OC(C)C(=O)N3CCOCC3)c2)cc1 (configuration not stated)	6%	?	0%	117%[activator]	.	-18	3%
CN(CC(=O)Nc1ccc(F)cc1)C(=O)c1cc(-c2cccs2)nn1-c1ccccc1	-5%	1%	-6%	-15%	.	-33	-23%
CN(C1CCS(=O)(=O)C1)S(=O)(=O)c1cccs1 (configuration not stated)	-34%	-3%	2%	-5%	.	20	13%
Cc1c(C(=O)O)nnn1-c1nonc1N	-3%	5%	4%	2%	12%	14	2%
Cc1cccc(NC(=O)c2nc[nH]c2C(=O)NCCN(CCNC(=O)c2[nH]cnc2C(=O)Nc2cccc(C)c2)CCNC(=O)c2[nH]cnc2C(=O)Nc2cccc(C)c2)c1	-13%	.	-1%	124%[activator]	.	-19	12%
COc1nn(C(C)C(=O)N2N=C(C(F)F)CC2(O)C(F)F)cc1[N+](=O)[O-] (configuration not stated)	-7%	-3%	-2%	18%	2%	-9	13%
Cn1c2ccccc2c2cnn(CC(=O)Nc3ccc(Cl)cc3)c(=O)c21	-32%	-2%	-1%	-4%	3%	55	15%
NS(=O)(=O)c1ccc(CCNC(=O)COC(=O)CN2C(=O)C3CCCCC3C2=O)cc1 (configuration not stated)	-15%	2%	3%	10%	1%	-13	28%

Results in AmpC no deterg, HCV inhibitor and LmPK inh, for two of the compounds above:
Molecule | AmpC no deterg | HCV inhibitor | LmPK inh
CC(=O)N1CCN(C(=O)c2cc(S(=O)(=O)Nc3ccc(S(C)(=O)=O)cc3)ccc2Cl)CC1 | -4% | 22% | -2%
COc1ccc2c3c(c(=O)oc2c1)C1O[C@](c2ccsc2)(Cc2ccccc21)O3 | -43%[11.4 µM] | . | -8%[11.5 µM]

Given field by field: entries from further up
CN(CC(=O)Nc1ccc(F)cc1)C(=O)c1cc(-c2cccs2)nn1-c1ccccc1
  AmpC no deterg = -5%	AmpC inh detg = 1%	Tb PYK inh = -6%	AMA1-RON2 inh = -15%	LmPK inh = .	HCMV inh = -33	HCV inhibitor = -23%

CN(C1CCS(=O)(=O)C1)S(=O)(=O)c1cccs1 (configuration not stated)
  AmpC no deterg = -34%	AmpC inh detg = -3%	Tb PYK inh = 2%	AMA1-RON2 inh = -5%	LmPK inh = .	HCMV inh = 20	HCV inhibitor = 13%

New compounds follow.
SMILES	AmpC no deterg	AmpC inh detg	Tb PYK inh	AMA1-RON2 inh	LmPK inh	HCMV inh	HCV inhibitor
Cc1ccc(OCCN2CCC2(C)C(=O)Nc2ccc3c(c2)OCCO3)cc1 (configuration not stated)	.	.	2%	-6%	.	-8	.
CCCCOC(=O)Nc1nnc(CCOCC)s1	-3%	-5%	-3%	0%	10%	40	14%
CCOc1ccc(CCNC(=O)c2cn(C)c3ccc(S(=O)(=O)N4CCCCC4)cc3c2=O)cc1OCC	.	6%	1%	.	.	7	.
COc1ccc(-c2noc(CNC(=O)CCN3C(=O)[C@H]4CC=CC[C@H]4C3=O)n2)cc1	29%	4%	6%	0%	-5%	-17	6%
Cc1nnc(NC(=O)CCC2CCCCC2)s1	.	.	-4%	7%	.	27	.
O=C(c1cccnc1)N1CCN(Cc2cccc(Br)c2)CC1	22%	-9%	4%	-23%	-7%	-22	10%
CCCCCCCCCc1nc2sc3c(c2c(=O)n1NC(=O)c1ccccc1[N+](=O)[O-])CC(C)(C)OC3	-41%	5%	3%	59%[activator]	1%	-38	-11%
Cc1ccccc1C(=O)N/N=C/c1ccsc1C	-13%	0%	-12%	27%	-10%	18	19%
COC(=O)c1ccc(C)c(NC(=O)CCn2[nH]c(=O)ccc2=O)c1	-18%	.	-4%	-13%	.	22	12%
COc1ccc(CN2CCN(Cc3cccc(OC)c3)C(CCO)C2)cc1 (configuration not stated)	20%	1%	6%	8%	5%	-28	7%
Cc1ccc2[nH]c(=O)c(CN(CCCN3CCOCC3)Cc3nnnn3C3CCCC3)cc2c1	81%[activator]	-14%	-13%	19%	5%	-21	0%
COCCCNC(=S)N1CCCC(c2nc3cc(C)c(C)cc3[nH]2)C1 (configuration not stated)	64%[activator]	2%	-14%	?	-1%	59	-24%
CC(=O)N1CCN(S(=O)(=O)c2cccc(C(=O)OCC(=O)N3CC(=O)Nc4ccccc43)c2)CC1	1%	3%	4%	8%	6%	26	-2%
CCn1c(=O)n(CC)c2cc(NC(=O)CSc3ccc([N+](=O)[O-])cn3)ccc21	-9%	5%	-4%	-20%	-9%	4	?
CC(C)c1ccc(CCNC(=O)c2ccc([N+](=O)[O-])cc2)cc1	-16%	-8%	-5%	?	6%	0	11µM*
Cc1cccc(/C=N/Nc2cc(N3CCOCC3)nc(N3CCOCC3)n2)c1	117%[activator]	-5%	-10%	-27%	0%	-15	6.3µM*
O=C(Cn1nc(C(=O)O)c2ccccc2c1=O)NCC1CCCO1 (configuration not stated)	-20%	1%	-9%	-2%	-1%	27	20%
CC(=O)c1ccc(OCCCCOc2ccc(C(C)=O)cc2)cc1	3%	?	6%	-1%	-4%	2	9%
Cc1ccc(OCC(=O)N/N=C\c2ccc(C)o2)c([N+](=O)[O-])c1	-10%	?	0%	12%	-1%	1	-6%
COc1ccc(C2=NS(=O)(=O)N(C)C(C(=O)NC(C)c3ccccc3)=C2)cc1 (configuration not stated)	-43%	-14%&20%	-6%&7%	-8%	-1%	-21&-14	-17%
COc1ccc(CN2C(=O)CS(=O)CC2=O)cc1OC	-1%	-4%	1%	3%	0%	49	15%
Clc1ccc(/C=N/c2c(-c3ccco3)nc3ccccn23)cc1	13%	-1%	3%	-24%	-27%	-22	-2%
CCC(C)NC(=O)c1sc2nc(C)c(C(=O)Nc3ccc(C)cc3C)c(-c3ccccc3Cl)c2c1N (configuration not stated)	.	0%	3%	.	.	-21	.
CCNC(=S)NNC(=O)c1csc2ccccc12	-23%	-8%	-4%	55%[activator]	6%	8	?
CNC(=S)N(Cc1cccs1)Cc1cc2cc(OC)c(OC)cc2[nH]c1=O	1%	?	-10%	-8%	0%	38	10%
(continued)
SMILES	AmpC no deterg	AmpC inh detg	Tb PYK inh	AMA1-RON2 inh	LmPK inh	HCMV inh	HCV inhibitor
COc1ccccc1CNc1ncnc2c1nc1n2CCCC1	.	5%	0%	.	.	-14	.
CC(=O)C1=CCC(c2cccc(Cl)c2)N(S(=O)(=O)c2ccc(C)cc2)C1 (configuration not stated)	.	.	-3%	0%	.	-31	.
Cc1ccc(C2CCN(C(=O)c3cnn(-c4ccc(C)c(C)c4)c3C3CCN(C(=O)OC(C)(C)C)CC3)C2)cc1 (configuration not stated)	.	0%	4%[15.4 µM]	.	.	0	.
Cc1cccc(C(=O)Nc2ccc(C(=O)/C=C/c3cccs3)cc2)c1	-44%	1%	-4%	12%	1%	91	?
Fc1ccccc1-c1nc(-c2ccncc2)no1	172%	?	-15%	-1%	?	17	0%
CCN(CC)C(=O)C1=C(C)N(Cc2ccccc2)C(=O)C(CC(=O)NC2CCCC2)C1 (configuration not stated)	.	.	7%	0%	.	-11	.
C[C@@H]1CN([C@H](C)CO)C(=O)c2cc(NC(=O)Nc3ccc(C(F)(F)F)cc3)ccc2O[C@H]1CN(C)Cc1ccc(Cl)c(Cl)c1	-13%	.	-1%	-6%	.	-97*	9%
Cc1noc(/C=C/c2ccco2)c1S(=O)(=O)N1CCC(C(=O)N(C)Cc2ccccc2)CC1	45%	-11%	-1%	-14%	1%	0	?
Cc1cc2c(c(=O)n1CC1CCCO1)C(c1ccc3c(c1)OCO3)C(C#N)=C(N)O2 (configuration not stated)	-5%	-2%	2%	0%	11%	66	0%
CC1CCC(N2CC(=O)N(C3CCCC3)C(c3ccc(Cl)cc3)C2=O)CC1 (configuration not stated)	.	-5%	0%	.	.	-13	.
Clc1ccc(OCCCn2cncn2)cc1Cl	-10%	5%	2%	-27%	-7%	11	10%
CC(=O)N1CCc2cc(S(=O)(=O)NC(C(=O)Nc3ccc(C)cc3C)C(C)C)ccc21 (configuration not stated)	.	3%	-5%	.	.	-16	.
CN(c1ccccc1C(=O)Nc1ccc(CC#N)cc1)S(=O)(=O)c1ccccc1	-19%	-13%	-2%	26%	1%	19	4%

From PubChem BioAssay
